Screening data deposited in PubChem by several laboratories.
GDH-TPI counter: inhibits GDH-TPI coupling enzymes, artifact for Mtb FBA screen | GDH-TPI coupled enzyme counterscreen, NADH absorbance | inhibition, % at 4.8 µM | 360,000 tested, 1.2% active | AID 588335; in the data active = inhibition above about 30%;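 also: 0% = DMSO wells and 100% = wells lacking the enzyme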
BH1578 lux ind: inducers of Vibrio cholerae quorum light production without autoinducers | V. cholerae BH1578 lux reporter, luminescence, 6 h | activation, % at 18.7 µM | 350,000 tested, 0.16% active | AID 588436; in the data active = activation mostly above about 9.7%, no sharp cut-off; inconclusive = no clear call, values can overlap the other calls; inactive = mostly below about 3.7%; also: not every result past the cut was called active; inactives centre near 0; reference of the scale not given here
FadD28 FP inh: blocks FadD28 binding to the bisubstrate probe; fluorescence polarization; AID 588549; 360,000 tested, 0.22% active; inhibition, % at 12.5 µM; in the data active = inhibition above about 8.5%, passing the limit was not always enough; inconclusive = no clear call, values can overlap the other calls
Mtb BioA inh: BioA (M. tuberculosis) enzyme inhibition. inhibition, % at 9.99 µM. AID 602481. purified M. tuberculosis BioA enzyme, plate reader. 360,000 tested, 0.096% active; in the data active = inhibition above about 40%; inconclusive = no clear call, values can overlap the other calls
TcdB inh: TcdB glycohydrolase inhibition; P18177; TcdB glycohydrolase enzymatic assay, plate reader; inhibition, % at 9.99 µM; 350,000 tested, 0.24% active; in the data active = inhibition above about 10%
Target sequence (P18177 whole entry, looked up): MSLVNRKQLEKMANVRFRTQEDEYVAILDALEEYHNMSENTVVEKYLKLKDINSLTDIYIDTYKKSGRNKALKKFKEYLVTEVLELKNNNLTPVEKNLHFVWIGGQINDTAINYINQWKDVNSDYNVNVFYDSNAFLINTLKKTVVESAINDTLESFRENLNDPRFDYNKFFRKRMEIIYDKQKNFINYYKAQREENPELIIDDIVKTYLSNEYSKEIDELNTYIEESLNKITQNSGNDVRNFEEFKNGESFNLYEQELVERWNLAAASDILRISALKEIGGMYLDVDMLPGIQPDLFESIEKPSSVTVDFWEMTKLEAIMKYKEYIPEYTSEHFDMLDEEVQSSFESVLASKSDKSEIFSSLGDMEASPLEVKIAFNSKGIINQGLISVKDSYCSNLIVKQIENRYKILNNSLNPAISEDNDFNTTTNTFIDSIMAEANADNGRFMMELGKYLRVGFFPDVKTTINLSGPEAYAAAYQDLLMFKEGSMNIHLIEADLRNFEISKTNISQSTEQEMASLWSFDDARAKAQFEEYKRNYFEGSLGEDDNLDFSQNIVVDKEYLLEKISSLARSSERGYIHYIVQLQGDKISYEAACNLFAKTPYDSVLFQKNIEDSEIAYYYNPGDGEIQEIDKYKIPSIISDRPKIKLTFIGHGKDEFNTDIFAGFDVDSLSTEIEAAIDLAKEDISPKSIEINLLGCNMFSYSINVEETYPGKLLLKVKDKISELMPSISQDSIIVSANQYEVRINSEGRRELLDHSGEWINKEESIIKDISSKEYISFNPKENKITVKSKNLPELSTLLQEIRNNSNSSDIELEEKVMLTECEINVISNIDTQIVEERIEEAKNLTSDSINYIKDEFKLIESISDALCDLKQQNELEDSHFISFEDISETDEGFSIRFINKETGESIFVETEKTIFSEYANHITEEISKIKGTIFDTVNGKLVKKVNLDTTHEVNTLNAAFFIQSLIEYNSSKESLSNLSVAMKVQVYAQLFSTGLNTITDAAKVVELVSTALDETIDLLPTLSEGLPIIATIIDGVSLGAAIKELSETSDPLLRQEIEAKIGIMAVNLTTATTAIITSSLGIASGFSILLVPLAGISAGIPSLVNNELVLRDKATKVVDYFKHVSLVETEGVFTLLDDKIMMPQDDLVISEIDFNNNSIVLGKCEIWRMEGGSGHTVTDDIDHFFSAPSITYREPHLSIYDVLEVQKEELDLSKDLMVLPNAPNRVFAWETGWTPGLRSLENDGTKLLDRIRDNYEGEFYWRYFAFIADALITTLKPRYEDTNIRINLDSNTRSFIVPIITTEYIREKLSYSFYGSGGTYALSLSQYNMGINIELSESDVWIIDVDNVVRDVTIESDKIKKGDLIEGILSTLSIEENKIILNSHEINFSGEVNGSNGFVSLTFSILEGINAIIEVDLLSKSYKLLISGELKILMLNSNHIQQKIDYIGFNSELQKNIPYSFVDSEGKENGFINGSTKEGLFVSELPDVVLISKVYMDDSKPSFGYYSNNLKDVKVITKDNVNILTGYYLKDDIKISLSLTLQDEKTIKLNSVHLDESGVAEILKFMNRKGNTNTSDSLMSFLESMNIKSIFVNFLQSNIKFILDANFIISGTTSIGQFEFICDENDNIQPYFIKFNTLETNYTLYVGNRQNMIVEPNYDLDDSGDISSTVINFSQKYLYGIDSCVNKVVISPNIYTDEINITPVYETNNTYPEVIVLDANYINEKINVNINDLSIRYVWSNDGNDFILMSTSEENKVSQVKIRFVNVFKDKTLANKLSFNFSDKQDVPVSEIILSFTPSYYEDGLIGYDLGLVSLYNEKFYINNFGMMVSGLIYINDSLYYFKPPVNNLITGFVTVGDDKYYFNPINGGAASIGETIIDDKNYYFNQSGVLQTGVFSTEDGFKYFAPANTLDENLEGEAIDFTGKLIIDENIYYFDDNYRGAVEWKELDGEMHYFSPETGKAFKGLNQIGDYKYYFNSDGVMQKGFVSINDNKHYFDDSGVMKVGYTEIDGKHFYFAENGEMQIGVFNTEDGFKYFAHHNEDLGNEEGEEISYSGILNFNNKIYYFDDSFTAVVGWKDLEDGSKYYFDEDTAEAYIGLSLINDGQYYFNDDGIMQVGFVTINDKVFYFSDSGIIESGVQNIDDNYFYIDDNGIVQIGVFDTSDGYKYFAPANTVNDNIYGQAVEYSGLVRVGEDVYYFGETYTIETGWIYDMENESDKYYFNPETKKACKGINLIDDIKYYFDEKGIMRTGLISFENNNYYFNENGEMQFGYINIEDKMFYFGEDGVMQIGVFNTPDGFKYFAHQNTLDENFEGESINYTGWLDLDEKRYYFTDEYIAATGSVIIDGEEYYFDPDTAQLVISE
PfHsp40 rescue: restores yeast growth despite PfHsp40 toxicity. 340,000 tested, 0.68% active. AID 504582. S. cerevisiae expressing PfHsp40, growth rescue, ATP luminescence. growth rescue, % at 12.5 µM; in the data active = growth rescue above about 28%, passing the limit was not always enough; inconclusive = no clear call, values can overlap the other calls;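 also: yeast W303a lacking pdr1 and pdr3 grown in galactose medium; growth measured after three days at 30 °C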
Mtb UGM inh: blocks M. tuberculosis UGM enzyme. P9WIQ1. purified UGM, fluorescence polarization probe displacement. inhibition, % at 10 µM. 320,000 tested, 0.06% active. AID 504406; in the data active = inhibition above about 10%, passing the limit was not always enough; inconclusive = no clear call, values can overlap the other calls
Mtb FBA inh: inhibits M. tuberculosis FBA enzyme. inhibition, % at 1 µM. AID 588726. purified M. tuberculosis FBA, fluorescence read-out. 360,000 tested, 2.3% active; in the data active = inhibition above about 27%;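 also: 0% = vehicle and 100% = reference inhibitor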
Yp Topo-I inh: Y. pestis Topo-I inhibition via cleavage products. Y. pestis Topo-I cleavage product accumulation, plate reader. activity, % at 10 µM. 360,000 tested, 0.064% active; in the data active = activity above about 50%, passing the limit was not always enough; inconclusive = no clear call, values can overlap the other calls; also: inactives centre near 2
Numbers without * were called inactive; i = inactive; u = inconclusive; x = no result given.

SMILES	GDH-TPI counter	BH1578 lux ind	FadD28 FP inh	Mtb BioA inh	TcdB inh	PfHsp40 rescue	Mtb UGM inh	Mtb FBA inh	Yp Topo-I inh
CCCc1cc(=O)[nH]c2nnc(SCC(=O)Nc3ccc(C(C)=O)cc3)n12	1.7	-1.0	1.4	-0.1	0.3	0.0	1.7	7.2	-4.1
Cc1ccc(S(=O)(=O)N(C)CCCC(=O)Nc2ccc(C)cc2C)cc1	3.7	-0.7	-3.8	x	1.0	0.6	2.0	1.8	18.9
N#C/C(=C\c1ccco1)C(=O)NCc1ccccc1	1.3	-0.2	-2.3	x	x	-0.5	-0.8	-1.5	-0.3
O=C(COC(=O)c1ccccc1Br)NCCc1ccc(F)cc1	6.6	0.0	-2.5	x	0.3	2.0	3.1	0.3	0.4
O=C(c1ccc(Br)cc1)N(C1=NCCCCS1)c1ccccc1	6.9	-0.2	-3.1	0.3	x	0.2	-3.4	-2.5	-1.2
COc1ccc(NC(=O)N2CCC(NC(=O)c3ccco3)CC2)cc1	7.9	i	0.9	1.5	x	-1.0	-0.6	2.5	6.2
CCCCNC(=O)c1c(CSc2ccc(Cl)cc2)noc1C(=O)NCCC	10.3	i	-1.6	0.2	1.9	4.5	-0.4	-2.0	1.3
C=CCn1c(=N)n(CC(=O)c2ccc(Cl)cc2)c2ccccc21	-5.2	-1.4	0.8	-1.8	7.4	u	-1.9	-3.3	-1.6
Cc1ccc(/C=C/C(=O)Nc2ncc(C)s2)o1	28.5	-0.1	-0.6	x	0.4	-0.6	1.8	3.2	-2.1
CC(C)CCNC(=O)CN(CC1CCCO1)C(=O)CCC(=O)Nc1ccccn1 (stereo not drawn)	1.9	-0.4	0.5	0.5	x	-0.8	1.5	2.3	2.4
CN(C)c1ccc(NC(=O)/C=C/c2c(Cl)cccc2Cl)cc1	7.7	i	-0.4	x	13.2*	-2.1	-3.0	-0.5	-0.9
O=C(Cc1coc2cc(O)ccc12)NNC(=O)c1ccc(Br)s1	2.8	-1.6	-0.8	0.0	0.4	0.9	-1.5	-0.1	-2.1
CCc1ccc(NC(=O)CSc2nnc(CNC(=O)c3ccco3)o2)cc1	-6.7	-0.4	-1.5	3.0	0.7	0.0	-0.7	-1.9	-5.5
CSc1ncccc1C(=O)NCCc1ccc(Cl)cc1	5.5	-0.2	-1.2	x	0.5	3.1	3.6	4.8	2.5
Cc1ccc(S(=O)(=O)Nc2cc(=O)[nH]c3c2CCC3)cc1	6.4	-0.7	1.1	-0.1	0.8	-1.3	0.1	0.8	-0.2
CN1C(=O)/C(=C/c2ccccc2Cl)Sc2ccc(C(=O)N3CCCC3)cc21	18.1	-11.5	0.8	1.6	0.9	2.2	-1.6	3.1	18.8
COc1ccc(-n2nnnc2SCC(=O)N2C(C)CCCC2C)c(OC)c1 (stereo not drawn)	7.1	-0.3	-1.3	0.4	x	0.3	-1.2	1.3	-6.0
Cc1ccc(OCC(=O)NCc2ccco2)cc1C	6.0	i	1.3	-1.7	x	-1.6	1.8	0.7	10.6
CCOC(=O)/C(=N\Nc1ncnc2ccccc12)c1ccc(C)cc1	21.8	-0.6	-2.0	-0.6	1.7	0.1	-0.8	-5.7	4.5
CCN1C(=O)N[C@@H](c2cccc(C(F)(F)F)c2)[C@H](C(C)=O)[C@H]1C	15.0	i	-3.8	-0.3	0.3	-0.4	-0.5	1.4	-5.4
Oc1ccc(Cl)cc1CN1CCN(Cc2ccccc2)CC1	63.4*	i	-1.0	2.4	x	-1.4	-3.2	-11.5	1.3
O=C(CNC(=O)N1CC(=O)Nc2ccccc21)NCc1ccccc1Cl	14.4	i	1.3	0.1	-1.3	0.3	3.4	-1.4	4.9
COc1cc(/C=N/NC(=O)COc2c(C)cc([N+](=O)[O-])cc2C)ccc1OC(=O)c1ccccc1	14.8	-0.6	-3.8	-1.5	0.8	0.4	-1.9	1.3	20.2
O=C(NCC1CCCO1)/C(=C\c1ccco1)NC(=O)c1ccc(Cl)cc1 (stereo not drawn)	4.5	-0.1	-1.8	x	1.8	-0.6	0.6	-1.7	-9.4
CCOC(=O)N1CCN(C(=O)c2ccc(OC)c(S(=O)(=O)N3CCOCC3)c2)CC1	-0.3	i	-2.5	x	-0.9	2.5	1.4	2.6	-1.2

Next records.
SMILES	GDH-TPI counter	BH1578 lux ind	FadD28 FP inh	Mtb BioA inh	TcdB inh	PfHsp40 rescue	Mtb UGM inh	Mtb FBA inh	Yp Topo-I inh
Cc1ccccc1-n1c(=O)n(CCc2ccccc2)c(=O)c2[nH]cnc21	1.1	i	-0.9	x	-0.1	-2.9	6.6	3.6	-3.9
O=C(CNC(=O)C1CCCCC1)OCC(=O)c1cccc(Cl)c1	2.5	i	-0.7	-1.2	1.2	0.3	-1.3	-0.9	3.9
O=C(O)C1CCCCC1C(=O)Nc1ccccc1C(=O)N1CCN(c2ccc(F)cc2)CC1 (stereo not drawn)	11.7	-0.6	-1.2	1.6	x	-1.7	0.5	2.3	-1.4
O=C(COc1ccc(/C=N/NC(=O)c2cc3ccccc3o2)cc1Br)Nc1ccccc1	25.0	i	-1.9	-1.6	x	-0.1	0.9	-5.0	3.3
Nc1ccc(CSc2ccccc2)cc1	4.3	i	2.3	0.1	1.4	2.7	x	-2.0	-6.5
COc1cccc(/C=C2\CC(C)Cc3c2nc2ccccc2c3C(=O)O)c1OC (stereo not drawn)	25.8	i	0.2	-0.4	0.5	0.5	3.5	0.3	1.7
CC1=C(C(=O)Nc2ccccc2F)C(c2ccsc2)C2=C(CC(c3ccccc3)CC2=O)N1 (stereo not drawn)	14.4	0.1	-0.4	-2.3	x	2.0	-1.2	18.5	22.7
COc1ccc(Cl)cc1N(CC(=O)Nc1cccc(SC)c1)S(C)(=O)=O	10.5	-0.2	-3.3	1.0	1.0	-0.1	-2.6	-0.9	22.0
CCCCN(C)c1c(C)nc2ccc(C(=O)NCc3ccc(OC)cc3)cn12	10.7	i	-2.2	0.8	2.8	x	x	-1.2	18.6
CC(NS(=O)(=O)c1ccc(Cl)cc1)C(=O)OCC(=O)Nc1ccc(N(C)C)cc1 (stereo not drawn)	4.2	1.2	-3.8	-1.4	-2.8	0.2	x	-1.6	15.5
c1ccc(OCc2nc(-c3ccccc3)no2)cc1	7.8	-5.2	0.3	-0.8	x	0.0	-0.7	3.2	18.5
CCOC(=O)c1cc(C(=O)c2cccs2)n2ccc(C(C)=O)cc12	22.9	-0.1	1.4	x	x	2.3	0.4	2.6	18.8
Cc1ccc(/C=C/C(=O)c2ccccc2O)cc1	12.3	-0.2	-0.8	-1.0	0.7	0.0	-0.3	2.0	-5.2
O=C(CSc1ccc2ccccc2n1)N/N=C/c1ccc(O)cc1	21.1	-0.3	-5.1	0.8	4.9	0.5	1.3	-4.8	-15.6
COc1cccc(NC(=O)CN(C)C(=O)Cc2ccc3c(c2)CCC3)c1	-10.0	-2.5	-3.7	-3.3	0.6	-0.1	-1.6	1.3	5.6
COc1cc(-c2coc3c(C(=O)NCc4ccc(N(C)C)cc4)cccc23)ccc1O	1.8	-0.3	-0.9	-2.0	-1.3	x	x	3.2	6.1
COc1ccccc1CNC(=O)C1CCN(S(=O)(=O)c2ccc3nc4c(c(C(=O)O)c3c2)CCCC4)CC1	3.5	-0.3	1.4	-0.7	-1.7	-0.5	-2.5	-0.2	10.7
COc1cccc(N2C(=NC(=O)C3CCCCC3)SC3CS(=O)(=O)CC32)c1 (stereo not drawn)	-5.0	-0.4	-3.9	-1.4	0.6	0.2	-2.4	-0.5	3.4
Clc1ccccc1-c1nc(/C=N/N2CCOCC2)c2ccccn12	19.2	i	-2.0	x	-10.5	-0.1	x	4.4	10.3
CS(=O)(=O)N1CCC(C(=O)Nc2cccc(Br)c2)CC1	-1.9	-0.1	-2.1	1.5	1.9	-0.4	1.1	-1.3	-2.8
COCCNC(=O)CSc1nc2ccccc2c2nc(C)nn12	1.5	2.9	-0.3	-4.1	x	1.7	-2.4	1.9	-9.6
CCC(C)(C)c1ccc(Oc2cccc(C(=O)O)c2)cc1	2.5	-0.1	-25.4	1.9	-1.2	-0.4	0.8	1.5	10.8
CCc1n[nH]c(=S)n1/N=C/c1c(O)ccc2ccccc12	18.6	i	-1.0	-1.1	1.3	-0.7	0.7	4.2	4.3
Cc1ccc2nc(CNC(=O)C3CCC(=O)N(Cc4ccccc4F)C3)cn2c1 (stereo not drawn)	9.6	3.6	0.8	-0.4	3.1	-1.3	0.3	17.5	13.4
CCc1nc2c(OCc3ccc(F)cc3)cccn2c1N(C)C(=O)CC(C)C	0.4	-0.7	-0.4	8.5	1.6	x	x	-1.1	25.5

Next part; it opens with the 2 that closed the last part.
SMILES	GDH-TPI counter	BH1578 lux ind	FadD28 FP inh	Mtb BioA inh	TcdB inh	PfHsp40 rescue	Mtb UGM inh	Mtb FBA inh	Yp Topo-I inh
Cc1ccc2nc(CNC(=O)C3CCC(=O)N(Cc4ccccc4F)C3)cn2c1 (stereo not drawn)	9.6	3.6	0.8	-0.4	3.1	-1.3	0.3	17.5	13.4
CCc1nc2c(OCc3ccc(F)cc3)cccn2c1N(C)C(=O)CC(C)C	0.4	-0.7	-0.4	8.5	1.6	x	x	-1.1	25.5
CNC(=O)c1cc(S(=O)(=O)Nc2ccc(C)cc2C)ccc1C	-13.0	-1.9	-4.0	-0.6	0.5	9.7	0.1	-0.7	-6.0
COc1ccc(-c2cn(Cc3ccc4ccccc4c3)nn2)cc1	-1.3	i	-3.6	-0.6	1.0	-1.5	-1.5	1.8	11.5
CC(=O)N/C(=C\c1ccccc1)C(=O)OC(C)C(=O)N(C)c1ccccc1 (stereo not drawn)	-2.8	i	-2.4	-1.0	-3.9	-0.3	2.6	-0.8	4.6
CC(C)(C)c1nnc(NC(=O)c2cccnc2)s1	8.5	-0.8	-0.1	x	1.2	-0.1	-0.2	1.0	-2.3
Cc1ccccc1CSCCNC(=O)CSCc1ccc([N+](=O)[O-])cc1	11.2	-1.4	-1.4	0.4	x	-0.3	-1.0	-3.4	1.5
O=[N+]([O-])c1ccc(SCCc2ccccn2)cc1	13.1	-0.4	-3.0	x	1.4	-1.5	0.4	-1.6	3.5
O=C(NCC1CCCO1)C(c1cccs1)N(Cc1ccccc1Cl)C(=O)c1ccc(-c2ccccc2)[nH]1 (stereo not drawn)	22.1	-0.2	-3.5	0.2	x	-0.2	0.6	-1.5	-2.2
O=C(COC(=O)COc1ccc(Cl)cc1)NC1CCCCCC1	-0.3	-0.8	0.1	0.1	-0.8	-1.5	x	0.5	16.5
CCN(CC)CCNC(=O)c1ccc(NC(=O)/C=C/c2ccc3ccccc3n2)cc1	16.0	i	-12.4	-0.3	1.4	-1.4	-0.8	-1.1	-17.6
COc1ccc(C2/C=C\CN(CC(C)(C)C)CC(=O)N2Cc2ccc(F)cc2)cc1 (stereo not drawn)	9.5	-0.7	-1.7	-3.4	1.5	0.2	-2.0	1.5	-3.6
Cc1ccc(NC(=O)COC(=O)c2ccc([N+](=O)[O-])o2)cc1S(=O)(=O)N1CCCCCC1	4.9	i	-2.7	0.2	1.1	-0.1	0.8	3.2	-1.3
CN(CC(=O)Nc1ccc(F)c(F)c1F)C(=O)/C=C/c1ccc(Cl)cc1	1.9	0.6	-0.6	-2.2	x	-0.3	0.9	-1.9	-2.2
CC(=O)c1ccc(OCc2cc(C(=O)N3CCC[C@H]3CO)no2)cc1	5.1	-2.4	0.1	-2.4	-2.1	1.1	0.9	-0.1	-9.4
COC(CN(C(=O)CCl)C(C(=O)NC1CCCCC1)c1ccc(Cl)cc1)OC (stereo not drawn)	-11.2	i	-2.7	-1.7	0.6	-0.5	-1.2	-0.9	-6.9
CC(C)CC(c1nnnn1CCc1ccccc1)N1CCC(C(N)=O)CC1 (stereo not drawn)	4.5	i	-0.9	1.0	x	-0.4	4.3	1.0	-1.3
COC(=O)c1cc(Cl)c(NC(=O)C(C)C)cc1OC	7.3	-0.1	-0.6	x	-1.4	0.0	-1.7	2.8	2.0
O=C1NCCN/C1=C\C(=O)c1ccc(Br)cc1	8.4	-0.1	-3.5	-0.9	-1.4	x	-1.1	-1.4	-3.6
CC(C)N(C(=O)COC(=O)c1cccc(N(C)C)c1)c1ccccc1	12.0	i	-4.4	1.0	0.3	-0.4	-0.4	-0.7	39.4
CCSc1nnc2c(n1)OC=Nc1ccc(Br)cc1-2	5.7	i	-3.8	-1.8	x	-0.7	0.8	0.5	-0.5
